# From PubChem BioAssay
# MrgX1 agonist – agonists of human MrgX1 receptor, primary screen, HEK293 cells, Fluo-4 calcium flux; AID 588627, 2011; 310,000 compounds, 0.44% hits; Fluo-4 calcium fluorescence, agonist mode; hits give high values; Mas-related G-protein coupled receptor member X1 (Homo sapiens), Q96LB2; B-score at 10 µM;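 active = calcium response B-score plate-corrected fluorescence ratio at least 3 library SD, with starting fluorescence B-score inside 5 SD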
# Target sequence (Q96LB2 whole entry, looked up): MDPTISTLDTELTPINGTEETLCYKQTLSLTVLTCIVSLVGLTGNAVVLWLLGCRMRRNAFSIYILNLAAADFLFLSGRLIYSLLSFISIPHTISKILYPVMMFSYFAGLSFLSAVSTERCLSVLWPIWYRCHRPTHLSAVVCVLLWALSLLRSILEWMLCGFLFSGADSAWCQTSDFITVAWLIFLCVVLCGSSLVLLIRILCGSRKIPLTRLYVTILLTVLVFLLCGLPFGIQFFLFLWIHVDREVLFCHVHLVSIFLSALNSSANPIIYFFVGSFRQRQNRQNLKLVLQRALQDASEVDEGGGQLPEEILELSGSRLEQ
#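 times = overnight plating, then 30 min 37 °C plus 30 min room-temperature dye loading | assay system = stable human MrgX1 HEK293 cell line | input = fifteen thousand cells per well | signal = kinetic calcium dye fluorescence, Fluo-4 NW | dosing = compound delivered in addition one of three | read-out = B-scored fluorescence response ratio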
# TMEM16A inh – TMEM16A chloride channel inhibitors, primary screen, cell-based, HTS | HEK293 TMEM16A/YFP iodide influx fluorescence, ionomycin | normalized B-score (activity score, 25-100; higher = stronger inhibition) at 10 µM | 310,000 compounds, 1.2% hits | AID 588511, 2011;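 active = ratio plate-corrected score three or more library SD toward inhibition, starting fluorescence score within five deviations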;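 also: score derived from kinetic fluorescence span divided by baseline fluorescence per well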
# MrgX1 PAM – positive allosteric modulators of MrgX1, primary screen, HEK293 cells, Fluo-4 calcium flux. FDSS; hits give high values. 310,000 compounds, 0.63% hits. B-score at 10 µM;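 active = plate-corrected calcium response at least 3 library SD above typical, normal starting fluorescence, not activating the receptor alone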;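 also: compound read alongside a low EC10 to EC30 dose of BAM8-22 agonist; peak minus trough fluorescence over baseline measured at the second addition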
# TRPC4 potent – positive allosteric modulators of TRPC4, primary screen, cell-based, mouse TRPC4beta, HEK293 mu-opioid, Fluo-4 calcium | Short transient receptor potential channel 4 (Mus musculus), Q9QUQ5 | DAMGO EC20, Fluo-4 Ca2+ flux; hits give high values | B-score at 10 µM | 310,000 compounds, 0.42% hits;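 active = B-score of calcium response area above 5 SD of library B-scores, with initial fluorescence ratio within 5 SD of library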;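 also: B-score of integrated fluorescence ratio over time as area under calcium response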
# TMEM16A act – TMEM16A chloride channel activators or potentiators, primary screen, cell-based, HTS; AID 623877, 2012; 340,000 compounds, 0.3% hits; B-score at 10 µM; HEK293 TMEM16A/YFP-H148Q/I152L, iodide quench fluorescence; hits give low values; Anoctamin-1 (Mus musculus), Q8BHY3;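 active = fluorescence-ratio B-score plate-corrected deviation score at least 3 library SD below zero, with starting fluorescence score within 5 deviations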;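 also: channel opened by trigger with iodide after compound preincubation; score built on the fluorescence ratio of max minus min over baseline; more negative score means more quench and so TMEM16A activation or potentiation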
# MrgX1 antag – antagonists of human MrgX1 receptor, primary screen, HEK293 cells, Fluo-4 calcium flux; Mas-related G-protein coupled receptor member X1 (Homo sapiens), Q96LB2; 310,000 compounds, 1.3% hits; B-score at 10 µM; BAM8-22 antagonism; hits give low values;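 active = calcium-response B-score plate-corrected more than 3 library SD below zero, starting fluorescence within 5 deviations, no agonist response on first addition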;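 also: peak minus trough fluorescence over baseline after final BAM8-22 challenge near maximal dose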
# TRPC6 act – mouse TRPC6 channel activators, primary screen, cell-based, HEK293, membrane potential dye; Short transient receptor potential channel 6 (Mus musculus), Q61143; HEK293-TRPC6 membrane potential dye fluorescence; hits give high values; B-score at 10 µM; 310,000 compounds, 0.13% hits; AID 2550, 2010;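 active = B-score of the integrated fluorescence ratio above library mean plus 3 SD, and starting fluorescence ratio within library mean plus 5 SD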;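 also: higher score means more depolarization so channel activation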
# SKKanGAS inh – S. pyogenes SKKanGAS growth inhibitors in kanamycin, primary screen, streptokinase expression inhibitor project, SKKanGAS strain, BacTiter-Glo luminescence; 6 h; inhibition, % at 7.5 µM; 300,000 compounds, 1.3% hits;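 active = mean replicate score, as percent of positive control median, at least 50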;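 also: strain carries kanamycin resistance gene driven by streptokinase promoter and grows in 40 µg/ml kanamycin; loss of luminescence reflects streptokinase promoter inhibition or plain growth inhibition; 0% = median of DMSO wells and 100% = positive control at its reference dose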
# TRPC6 inhibitor – mouse TRPC6 channel inhibitors, primary screen, cell-based, HEK293, membrane potential dye; Short transient receptor potential channel 6 (Mus musculus), Q61143; ACh-evoked depolarization; hits give low values; B-score at 10 µM; 310,000 compounds, 1.1% hits; AID 2553, 2010;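 active = B-score under library mean minus 3 SD, initial fluorescence not abnormally high, positive integrated signal ratio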;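 also: B-score derived from integrated fluorescence ratio over the kinetic read; more negative B-score means stronger inhibition of depolarization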
# TRPC4 block – inhibitors of mouse TRPC4 channel, primary screen, Fluo4 calcium, HEK293 TRPC4beta/mu-opioid cells; 300,000 compounds, 0.39% hits; AID 2247, 2010; DAMGO-evoked Fluo4 calcium flux; hits give low values; B-score at 10 µM;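 active = B-score over 3 SD under the library average, no early fluorescence shift, positive overall ratio signal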
#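 material = TRPC4beta/mu-opioid receptor HEK293 cell line | probe or stimulus = sequential submaximal and maximal DAMGO stimulation | compound dosing = one concentration per compound | measured by = Fluo4 Ca2+ flux fluorescence | evaluation = integrated fluorescence ratio relative to baseline, converted to per-well B score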
# TRPC4 act – activators of mouse TRPC4 channel, primary screen, Fluo4 calcium, HEK293 TRPC4beta/mu-opioid cells. AID 2237, 2010. B-score at 10 µM. 310,000 compounds, 0.49% hits. Short transient receptor potential channel 4 (Mus musculus), Q9QUQ5. Fluo4 calcium fluorescence; hits give high values;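 active = B-score above 5 SD of library B-scores, and initial fluorescence ratio not above library mean plus 5 SD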;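 also: positive B-score marks a calcium rise read as TRPC4 activation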
#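 Assay system: HEK293 cells stably co-expressing mouse TRPC4beta and mu-opioid receptor / Timing: Fluo4 dye loading 45 min at room temperature, 110 s recording / Signal: Fluo4 calcium-sensitive dye fluorescence, kinetic, 1 Hz baseline / Read-out: integrated baseline-normalised fluorescence ratio, converted to per-well B score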
# Numbers without * were called inactive; i = inactive; / = no result given.
No.	Compound	MrgX1 agonist	TMEM16A inh	MrgX1 PAM	TRPC4 potent	TMEM16A act	MrgX1 antag	TRPC6 act	SKKanGAS inh	TRPC6 inhibitor	TRPC4 block	TRPC4 act
1	COc1ccccc1C(=O)N1CCN(S(=O)(=O)c2ccccc2)CC1	i	i	i	i	i	i	i	-2.6	i	i	i
2	CC(=O)c1ccc(NC(=O)Nc2ccc3c(c2)N(C)C(=O)CS3)cc1	i	i	i	i	i	i	i	18.0	i	i	i
3	CCOC(=O)c1ccc2c(c1)nc(C)n2CC	i	i	i	i	i	i	i	9.5	i	i	i
4	O=C(N/N=C\c1cc(Br)cs1)C1COc2ccccc2O1 (stereo not given)	i	i	i	i	i	i	i	2.0	i	i	i
5	O=P(OC1CCCCC1)(OC1CCCCC1)C(O)c1ccccc1 (stereo not given)	i	i	i	i	i	i	i	1.8	i	i	i
6	CC(C)NC(=O)CCN1C(=O)c2ccccc2Sc2ncccc21	i	i	i	i	i	i	i	1.6	i	i	i
7	COC(=O)c1ccc(C(=O)NC2CC(C)(C)Cc3c2cnn3-c2ccc(F)cc2)nc1 (stereo not given)	i	i	i	i	i	i	i	2.0	i	i	i
8	COC(=O)C1CCN(C(=O)COC(=O)c2ccc(OC)c(S(=O)(=O)N3CCCc4ccccc43)c2)CC1	i	i	i	i	i	i	i	17.7	i	i	i
9	c1ccc(-c2nc3nonc3nc2-c2ccccc2)cc1	i	i	i	i	i	i	i	3.3	i	i	i
10	CCN1C(=O)C(CC(=O)Nc2ccc(OC)cc2)N(CCc2ccccc2F)C1=S (stereo not given)	i	i	i	i	i	i	i	-0.3	i	i	i
11	Cc1ccc(C(=O)Nc2ccc3c(c2)OCO3)o1	i	i	i	i	i	i	i	10.7	i	i	i
12	CCOC(=O)CNC(=O)CSc1nc(Cc2ccccc2)nc2ccccc12	i	i	i	i	i	i	i	-0.6	i	i	i
13	COc1ccccc1OCC(=O)N(Cc1nc(-c2ccccc2)no1)C1CCCCC1	i	i	i	/	i	i	/	/	/	/	/
14	COc1ccc(CCN(C(=S)Nc2ccccc2)C2CC(=O)N(c3ccccc3)C2=O)cc1 (stereo not given)	i	i	i	i	i	i	i	25.5	i	i	i
15	Oc1ccccc1CNn1cnnc1	i	i	i	i	i	i	i	-2.4	i	i	i
16	O=C1/C(=C/c2ccco2)SC(=S)N1CC1CCCO1 (stereo not given)	i	i	i	i	i	i	i	3.0	i	i	i
17	CCNS(=O)(=O)c1ccc(CCC(=O)NCCc2ccc(OC)cc2)cc1	i	i	i	i	i	i	i	-5.1	i	i	i
18	Cc1cc(NC(=O)CSc2ncnc3sccc23)no1	i	i	i	i	i	i	i	1.3	i	i	i
19	CC(=O)N/C(N)=N/c1nc2cc([N+](=O)[O-])ccc2o1	i	i	i	i	i	i	i	-5.1	i	i	i
20	O=S(=O)(c1ccc(NC(=S)N/N=C/c2c3ccccc3cc3ccccc23)cc1)N1CCOCC1	i	i	i	i	i	i	i	/	i	i	i
21	COCC(=O)Nc1ccc(S(=O)(=O)N2CCCC2)cc1	i	i	i	i	i	i	i	-6.2	i	i	i
22	COC(=O)c1sccc1NC(=O)c1ccc2c(c1)OCO2	i	i	i	i	i	i	i	-5.2	i	i	i
23	CCC(=C(c1ccc(OC)cc1)c1ccc(OC)cc1)c1cn(CC(O)CN2CCN(C)CC2)c2ccccc12 (stereo not given)	i	i	i	/	i	i	/	/	/	/	/
24	COc1ccc(C2CC(c3ccccc3)=NN2C(=O)CSc2nnnn2-c2cccc(C)c2)cc1 (stereo not given)	i	i	i	i	i	i	i	8.4	i	i	i
25	O=C1CC(c2ccco2)CC(O)=C1C=NCCN1CCNCC1 (stereo not given)	i	i	i	i	i	i	i	-0.8	-8.7*	i	i
26	CC1COc2ccccc2N1S(=O)(=O)c1ccccc1 (stereo not given)	i	i	i	i	i	i	i	-4.7	i	i	i
27	COc1ccc(-c2cc(C(F)(F)F)c(C#N)c(SCC(=O)Nc3nc(C)co3)n2)cc1	i	i	i	i	i	i	i	-5.0	i	i	i
28	CN(C)S(=O)(=O)c1ccc(N2CCCC2)c(C(=O)NCC2COc3ccccc3O2)c1 (stereo not given)	i	i	i	i	i	i	i	1.5	i	i	i
29	CC(Sc1ccccc1)C(=O)Nc1cccc(N(C)S(C)(=O)=O)c1 (stereo not given)	i	i	i	i	i	i	i	-0.2	i	i	i
30	Cc1occc1C(=O)NNC(=O)c1ccccc1Br	i	i	i	i	i	i	i	3.3	i	i	i
31	Cn1c(NNC(=O)c2ccc(C(C)(C)C)cc2)cc(=O)n(C)c1=O	i	i	i	i	i	i	i	3.1	i	i	i
32	O=[N+]([O-])c1ccc2cn(-c3ccccc3)nc2c1	i	i	i	i	i	i	i	4.0	i	i	i
33	Cc1cccc(-n2nc3c(c2NC(=O)c2ccc(Br)o2)CSC3)c1	i	i	i	i	i	i	i	4.1	i	i	i
34	COc1ccc(-c2cc(C(=O)NCC(c3ccco3)N(C)C)c3ccccc3n2)cc1OC (stereo not given)	i	i	i	i	i	i	i	-4.0	i	i	i
35	COc1cc(OC)c(NC(=O)C2CC(=O)N(c3ccc4c(c3)OCCO4)C2)cc1Cl (stereo not given)	i	i	i	i	i	i	i	18.1	i	i	i
36	CCC(CC)C(=O)Nc1cccc(-c2nc3ccccc3o2)c1	i	i	i	i	i	i	i	-5.5	i	i	i
37	O=C(O)c1cc(-c2ccc(Cl)c(Cl)c2)n(-c2ccccc2)n1	i	i	i	i	i	i	i	-10.0	i	i	i
38	COc1ccccc1Nc1c2c(nc3ccccc13)CCC2	i	i	i	i	i	i	i	-2.1	i	i	i
39	COc1ccccc1CN1CCC(CNS(=O)(=O)c2cc(-c3cc(C)no3)ccc2OC)CC1	i	i	i	i	i	i	i	2.8	i	i	i
40	Cc1cc(C)c(OCCCCCNCCO)c(C)c1	i	i	i	i	i	i	i	-12.5	i	i	i
41	Cc1ccc(C(=O)Nc2sc3c(c2C(=O)O)CCCC3)o1	i	i	i	i	i	i	i	16.9	i	i	i
42	CCN(CC)CC(=O)Nn1c(C)nc2c(ncn2-c2ccccc2)c1=O	i	i	i	i	i	i	i	0.2	i	i	i
43	COC(=O)/C=C(\Oc1ccccc1)C1(O)CCCCC1	i	i	i	i	i	i	i	10.5	i	i	i
44	COc1cc(C(=O)Nc2ccc(S(=O)(=O)NC(C)C)cc2)cc(OC)c1OC	i	i	i	i	i	i	i	0.0	i	i	i
45	CCN(C(=O)CSc1nncn1-c1ccccc1)c1c(N)n(Cc2ccccc2)c(=O)[nH]c1=O	i	i	i	i	i	i	i	3.9	i	i	i
46	CC(C)(C)S(=O)(=O)c1cnc(-c2ccccn2)nc1N	i	i	i	i	i	i	i	-1.1	i	i	i
47	O=C(CNC(=O)c1ccccc1F)N/N=C/c1cccnc1	i	i	i	i	i	i	i	-2.1	i	i	i
48	CC1Cc2nc(SCC(=O)Nc3ccc4c(c3)OCO4)n(-c3ccc(F)cc3)c(=O)c2S1 (stereo not given)	i	i	i	i	i	i	i	2.1	i	i	i
49	Clc1ccc(CSCCc2ccncc2)cc1	i	i	i	i	i	i	i	10.0	i	i	i
50	c1ccc2c(c1)CCCc1cc(NCCN3CCOCC3)nnc1-2	i	i	i	/	i	i	/	/	/	/	/
51	O=C(c1ccc(Cl)c(S(=O)(=O)N2CCCC2)c1)N1CCCC(C(F)(F)F)C1 (stereo not given)	i	i	i	i	i	i	i	-8.0	i	i	i
52	COc1ccc(C(=O)n2cc(C(=O)c3cc(C)ccc3O)cn2)cc1	i	i	i	i	i	i	i	2.2	i	i	i
53	CCOc1ccccc1N1CCN(C(=O)Nc2ccc(F)c(Cl)c2)CC1	i	i	i	i	i	i	i	29.5	i	i	i
54	CN(/N=C/c1ccc(O)cc1O)c1ncc(C(F)(F)F)cc1Cl	i	i	i	i	i	i	i	11.1	i	i	i
55	COc1ccc(NC(C)=O)cc1CNC(=O)CN1CCOCC1	i	i	i	i	i	i	i	4.4	i	i	i
56	CC(C)(C)n1nc2c(c1NC(=O)c1cccc(C(F)(F)F)c1)CS(=O)C2 (stereo not given)	i	i	i	i	i	i	i	3.6	i	i	i
57	Cc1ccc(C)c(NC(=O)CSc2nnc(C3CCCCC3)o2)c1	i	i	i	i	i	i	i	5.6	i	i	i
58	Cc1ccccc1SCc1noc(C(=O)NCC2CCCO2)c1C(=O)O (stereo not given)	i	i	i	i	i	i	i	2.0	i	i	i
59	CSc1ccc(-c2nc(CN3CCCCC3c3cccnc3)c(C)o2)cc1 (stereo not given)	i	i	i	i	i	i	i	5.7	i	i	i
60	O=C(Nc1ccc2c(c1)OCCO2)c1ccc(Cl)c(S(=O)(=O)N2CCOCC2)c1	i	i	i	i	i	i	i	1.0	i	i	i

# More records follow:
No.	Compound	MrgX1 agonist	TMEM16A inh	MrgX1 PAM	TRPC4 potent	TMEM16A act	MrgX1 antag	TRPC6 act	SKKanGAS inh	TRPC6 inhibitor	TRPC4 block	TRPC4 act
61	COC(=O)Nc1ccc(S(=O)(=O)NCCO)cc1	i	i	i	i	i	i	i	-2.7	i	i	i
62	COc1ccc(/C=N/NC(=O)c2nn(-c3ccc(C)c(C)c3)c(=O)c3ccccc23)cc1	i	i	i	i	i	i	i	-1.0	i	i	i
63	O=c1nc(N2CCOCC2)ccn1Cc1ccc(Br)cc1	i	i	i	i	i	i	i	-9.3	i	i	i
64	Cc1nnc(SCCn2c(N(C)Cc3ccccc3)nc3c2c(=O)n(C)c(=O)n3C)s1	i	i	i	i	i	i	i	0.9	i	/	i
